# UbGFP stabilizer – inhibits proteasome, raising ubiquitin-GFP reporter fluorescence; Ubiquitin-GFP reporter cells, proteasome inhibition, GFP fluorescence; response scale: untreated = 0%, 10 µM MG-132 = 100%; Potency, µM (series often up to 45.9 µM), for inactives: at the highest dose activation (GFP accumulation), hits mostly activators; 67,000 tested, under 10 active; active = well fitted activation curve with a large enough effect, not every such curve was filed as active; inconclusive = small, poorly fitted or top-dose-only effect, or another doubt; inactive = no such curve, though single readings can be large or run the other way; also: potency is read from the fitted curve at half-maximal effect
#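 U2OS cells stably expressing ubiquitin(G76V)-GFP, seeded overnight in 0.5% FBS medium, were exposed to compounds (qHTS, 46 uM to 2.9 nM) for 4 hr at 37 °C. GFP-positive cells were counted by laser cytometry (488 ex/515 em), normalized between basal and 10 uM MG-132.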
# HBB splicing – modulators of hemoglobin beta chain splicing | AID 925 | hit rate 0.06% among 65,000 | HBB splicing reporter cell assay, activation; EGFP reporter with mutant IVS2-654 intron; response scale: normalised to 500 nM splice-correcting PNA | Potency, µM (titrated, usually from 46.1 µM), without a hit: top-dose activation, most hits filed as activators; also: potency is read from the fitted curve at half-maximal effect; 0% is about no effect
#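 HeLa cells stably expressing EGFP interrupted by mutant beta-globin intron 2 (IVS2-654), 500/well in 2% FCS. Treated with compound for 2 days at 37C. Splicing correction scored as total well GFP intensity (488 nm excitation, 500-520 nm emission); 500 nM antisense PNA served as control.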
# Hsp90 Hop PPI – changes Hsp90-Hop TPR2A binding signal, up or down. AlphaScreen TPR2A-His6 binding biotin-Hsp90 C-terminal peptide. Potency, µM (series often up to 57 µM), without a hit: at the highest dose activity change, negative = inhibition. hit rate 0.44% among 71,000. AID 595; active = well fitted curve in either direction with a large enough effect; inconclusive = small, poorly fitted or top-dose-only effect, or another doubt; also: potency is read from the fitted curve at half-maximal effect; % is scaled to controls: 0 for no effect and ±100 for the full control effect; many of its hits are not listed in these tables
# HADH2 inh – blocks human hydroxyacyl-CoA dehydrogenase type II | Potency, µM (highest dose often 57.1 µM), for the others: at the highest dose activity change, negative = inhibition, most hits filed as inhibitors | recombinant HADH2, NADH fluorescence, beta-hydroxybutyryl-CoA | Q99714 | hit rate 3.4% among 73,000; also: potency is read from the fitted curve at half-maximal effect; % is scaled to controls: 0 for no effect and ±100 for the full control effect; nearly all actives have a fitted effect of over 60% in size; many of its hits are not listed in these tables
# Target sequence (Q99714 whole entry, looked up, one chain of several): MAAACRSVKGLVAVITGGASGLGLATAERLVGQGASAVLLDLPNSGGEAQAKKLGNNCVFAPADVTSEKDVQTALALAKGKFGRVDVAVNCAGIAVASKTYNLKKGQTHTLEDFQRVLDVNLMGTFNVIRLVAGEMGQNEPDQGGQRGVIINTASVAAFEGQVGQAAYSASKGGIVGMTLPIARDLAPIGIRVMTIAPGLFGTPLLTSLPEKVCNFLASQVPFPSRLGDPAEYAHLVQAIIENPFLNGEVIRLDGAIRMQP
#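 His-tagged recombinant enzyme from E. coli, 20 nM, preincubated 15 min RT with compound; reaction started with 1 mM NAD+ and 90 uM beta-hydroxybutyryl-CoA in 100 mM Tris-HCl pH 9.0. NADH fluorescence (ex 360/em 450) read over 4 min; last-minus-first difference.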
# Tau filament bind – binds recombinant human tau filaments | P10636 | recombinant tau filaments, thioflavin S fluorescence, 15 h; filaments grown with octadecylsulfate alongside compound | Potency, µM (titrated, usually from 57.1 µM), inactives show top-dose activity change, negative = inhibition | hit rate 2% among 71,000;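 also: potency is read from the fitted curve at half-maximal effect; % is scaled to controls: 0 for no effect and ±100 for the full control effect; actives lower thioflavin S fluorescence by blocking filaments or displacing dye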
# Target sequence (P10636 whole entry, looked up): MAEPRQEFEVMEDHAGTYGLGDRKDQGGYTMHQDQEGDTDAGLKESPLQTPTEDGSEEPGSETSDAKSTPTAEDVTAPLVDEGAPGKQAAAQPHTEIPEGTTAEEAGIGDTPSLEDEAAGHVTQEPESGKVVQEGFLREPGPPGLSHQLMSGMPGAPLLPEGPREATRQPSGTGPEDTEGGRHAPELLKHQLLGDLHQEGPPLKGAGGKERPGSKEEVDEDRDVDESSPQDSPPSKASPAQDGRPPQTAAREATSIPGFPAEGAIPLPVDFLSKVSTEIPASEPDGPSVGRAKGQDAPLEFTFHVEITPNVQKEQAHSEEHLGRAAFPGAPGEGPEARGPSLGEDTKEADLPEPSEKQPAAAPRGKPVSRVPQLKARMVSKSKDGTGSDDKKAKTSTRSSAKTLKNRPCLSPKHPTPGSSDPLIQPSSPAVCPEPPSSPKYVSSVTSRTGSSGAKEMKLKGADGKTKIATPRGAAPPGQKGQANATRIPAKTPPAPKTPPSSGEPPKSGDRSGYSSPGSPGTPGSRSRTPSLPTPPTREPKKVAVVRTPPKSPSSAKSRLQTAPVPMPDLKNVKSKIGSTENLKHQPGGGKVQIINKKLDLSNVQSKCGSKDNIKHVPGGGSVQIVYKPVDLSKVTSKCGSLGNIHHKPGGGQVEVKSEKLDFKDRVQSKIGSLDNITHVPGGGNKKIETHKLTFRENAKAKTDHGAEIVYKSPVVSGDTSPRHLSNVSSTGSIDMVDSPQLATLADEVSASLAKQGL
#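 Tau 2 uM in ThS buffer dispensed; compound added; 60 uM ODS added (finals 1 uM tau, 30 uM ODS); 15 h 37 C; fluor ex450/em510.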
# DNA Pol III inh – DNA polymerase III holoenzyme inhibition | Potency, µM (titrated, usually from 57.1 µM), for inactives: at the top dose activity change, negative = inhibition | reconstituted DNA polymerase III holoenzyme replication, biochemical | hit rate 0.25% among 71,000; also: potency is read from the fitted curve at half-maximal effect; % is scaled to controls: 0 for no effect and ±100 for the full control effect
#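 Reconstituted *E. coli* holoenzyme (0.35 nM Pol III, 1 nM beta, 154 nM SSB, 2 nM primase) was preincubated with compound for 15 min at RT. Synthesis on 1.4 nM ssM13Gori ran 35 min, then was stopped with PicoGreen/EDTA and read as dsDNA fluorescence.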
# Epigenetic mod – epigenetic GFP locus derepression in mouse cells; Potency, µM (doses to about 46.1 µM), for inactives: at the top dose GFP derepression (activation); hit rate 0.09% among 68,000; AID 597; mouse C127i GFP locus derepression, cytometry, 30 h; also: % of control where 0% means no effect
#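 Locus derepression in mouse mammary C127i cells whose integrated CMV-GFP reporter is normally silent; GFP expression after 30 h compound treatment was quantified by counting fluorescent cells.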
# ERK AVP inh – blocks ERK signaling stimulated by vasopressin; HEK293-V1b, vasopressin-stimulated pERK AlphaScreen; Potency, µM (doses to about 57.5 µM), for inactives: at the highest dose activity, negative = inhibition, most hits filed as inhibitors; hit rate 0.99% among 72,000; AID 995; also: potency is read from the fitted curve at half-maximal effect; % is scaled to controls: 0 for no effect and ±100 for the full control effect; nearly all actives have a fitted effect of over 55% in size
#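 V1b-HEK293 cells; cpd 30 min 37C; 25 nM vasopressin 5 min; lyse 10 min; AlphaScreen beads 5 hr RT. Normalized to DMSO basal and 25 nM vasopressin; AC50 by Hill fit.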
# Luciferase inh – firefly luciferase inhibition. P08659. purified firefly luciferase, luminescence, 8 min. Potency, µM (series often up to 57.1 µM), inactives show top-dose activity change, negative = inhibition, most hits filed as inhibitors. hit rate 2.2% among 72,000; also: potency is read from the fitted curve at half-maximal effect; % is scaled to controls: 0 for no effect and ±100 for the full control effect; nearly all actives have a fitted effect of over 40% in size
#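 Firefly luciferase (PKLight detection mix) with 10 uM ATP in pH 7.2 imidazole buffer (KCl, MgCl2, Tween 20, BSA). Compounds tested across a concentration series (qHTS). Luminescence read after 8 min at ambient temperature.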
# CRE Fsk mod – modulators of forskolin-stimulated CRE signaling in CHO cells; CHO CRE-bla reporter (cAMP response element driving beta-lactamase), forskolin EC10, beta-lactamase ratio; hit rate 2.5% among 71,000; Potency, µM (series often up to 38.2 µM), for inactives: at the highest dose activity change, negative = inhibition, actives largely listed as activators; AID 662; active = well fitted activation curve with a large enough effect in the signal ratio, with a control signal flat, not every such curve was filed as active; inconclusive = small, poorly fitted or top-dose-only effect, or effect the other way, or a change in a side signal; the % refers to the signal ratio; also: potency is read from the fitted curve at half-maximal effect; % of control where 0% means no effect
#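 Cells were plated overnight at 37 °C, exposed to compound titrations plus EC10 NKH 477 for 3 h, then given CCF4 dye for 2 h at room temperature. Blue/green (460/530 nm) ratio was converted to %Activity and AC50 values calculated.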
# ALOX15 inhib – blocks human 15-lipoxygenase activity; P16050; purified 15hLO-1, xylenol orange hydroperoxide absorbance; Potency, µM (highest dose often 57.1 µM), for the others: at the highest dose activity change, negative = inhibition, usual class: inhibitors; hit rate 1.4% among 74,000; also: potency is read from the fitted curve at half-maximal effect; % is scaled to controls: 0 for no effect and ±100 for the full control effect; nearly all actives have a fitted effect of over 55% in size
#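 Quantitative HTS in 25 mM Hepes pH 7.5 containing 0.01% Triton X-100: human 15hLO-1 at 40 nM, arachidonic acid at 50 uM, 6 min turnover. Product quantified via ferrous oxidation/xylenol orange, 573:405 nm absorbance ratio.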
# * hit, by the source's call; u = inconclusive; x = not tested or not shown; & = joins results of further samples; [ ] = another dose, or the depositor's remark. Unless noted, calls follow the shape of the dose curve; as a rule, active = well fitted curve in the direction sought with a large enough effect; inconclusive = small, poorly fitted or top-dose-only effect, or another doubt; inactive = no such curve, though single readings can be large; an effect the other way counts as inactive or inconclusive. The list is partial. The share of hits here may be higher or lower than overall.
SMILES,UbGFP stabilizer,HBB splicing,Hsp90 Hop PPI,HADH2 inh,Tau filament bind,DNA Pol III inh,Epigenetic mod,ERK AVP inh,Luciferase inh,CRE Fsk mod,ALOX15 inhib
CCN(C(=O)c1c(OC)cccc1OC)c1nnc(-c2cccnc2)s1,-6%,x,-4%,-2%,3%,0%,0%,1%,1%,20%,5%
CCN(CC)C(=O)Nc1cnc2ccccc2c1,-12%,-2.3%,-2%,-11%,-1%,5%,0%,-8%,-6%,-1%,-23%
COc1ccc(C(=O)C(c2ccccc2)N2CCOCC2)cc1 (centres undefined),-5%,0.3%[57.5 µM],0%,7%,4%,-1%,-1%,6%,-1%,-1%,-3%
C[C@H]1CS(=O)(=O)CCN1/N=C\c1ccc([N+](=O)[O-])o1,-3%[20.5 µM],-0.2%[20.6 µM],0%[26 µM],1%[25.6 µM],0%[25.6 µM],-10%[25.6 µM],7%[20.6 µM],-22%[25.7 µM],5%[25.5 µM],6%[17.1 µM],2%[25.6 µM]
O=C(c1[nH]o[n+](=O)c1C(=O)c1csc2ccccc12)c1csc2ccccc12,-3%[9.17 µM],0.7%[9.22 µM],-4%[11 µM],-15%[11.4 µM],2%[11.4 µM],10%[11.4 µM],0%[9.22 µM],-6%[11.5 µM],3%[11.4 µM],-18%[7.6 µM],-15%[11.4 µM]
CN(CC(=O)NCc1ccc(Cl)cc1)S(=O)(=O)c1cccc2nsnc12,8%,2.5%,-4%,-5%,-22%,-6%,3%,16%,-1%,u,9%
CCCCn1c(=O)n(CC(=O)Nc2c(CC)cccc2CC)c(=O)c2c1nc(CO)n2CCC,0%,4.6%[1.84 µM],0%,13%,-1%,1%,-2%,4%,2%,-9%,6%
COC(=O)[C@H](C)NC(=O)Nc1ccc(OC(F)(F)F)cc1,11%,-0.8%,-2%,-3%,8%,-2%,0%,2%,2%,12%,-13%
CCOC(=O)CSc1nc2ccccc2c(=O)n1C1CCCC1,4%,0.4%,-3%,-1%,-13%,-7%,0%,-15%,1%,u,3%
CC(=O)ON1C(C)(C)CC(OC(=O)c2ccccc2)CC1(C)C,-6%,-0.7%,1%,5%,-2%,2%,4%,-7%,3%,-5%,2%

# Next part, overlapping the part above by two compounds.
SMILES,UbGFP stabilizer,HBB splicing,Hsp90 Hop PPI,HADH2 inh,Tau filament bind,DNA Pol III inh,Epigenetic mod,ERK AVP inh,Luciferase inh,CRE Fsk mod,ALOX15 inhib
CCOC(=O)CSc1nc2ccccc2c(=O)n1C1CCCC1,4%,0.4%,-3%,-1%,-13%,-7%,0%,-15%,1%,u,3%
CC(=O)ON1C(C)(C)CC(OC(=O)c2ccccc2)CC1(C)C,-6%,-0.7%,1%,5%,-2%,2%,4%,-7%,3%,-5%,2%
CCCCOC(=O)C(C#N)c1nc2ccccc2nc1N1CCOCC1 (centres undefined),10%,-3.0%[57.5 µM],u,3%,4µM*,-5%,4%,-5%,1%,u,-22%
COc1ccc(OC)c(Nc2ncnc3c2cnn3-c2cccc(C)c2)c1,u,3.6%,6%,32µM*,-6%,-4%,0%,-2%,-1%,u,-14%
CC(=O)N(Cc1cccs1)C1CCOC(C)(C)C1 (centres undefined),-6%,0.1%,-2%,4%,4%,0%,-2%,-9%,1%,1%,-4%
COc1ccccc1N1CCN(C(=O)Cn2nc(C(F)(F)F)c3c2CCC3)CC1,-6%,-0.1%,-4%,16%,u,-18%,0%,5%,3%,-18%,u
Cn1c(=O)c(CCc2ccccc2)nc2cnc(Nc3ccccc3)nc21,10%,-1.4%,-3%,16%,102%,-1%,2%[9.22 µM],10%,0%[11.4 µM],u,-15%
Nc1nc(SCc2ccc(Cl)cc2)ns1,6%,-1.2%[9.22 µM],-1%,-8%,-2%,-9%,4%,-19%,-4%,2%,-10%
CC(C)[C@H](NC(=O)NC1CCCc2ccccc21)C(=O)O (some centres undefined),3%,-3.9%[57.5 µM],-2%,-1%,-7%,-1%,-2%,4%,5%,-9%,-5%
CC(C)OC(=O)C1C2C=CC3(CN(CC4CCCO4)C(=O)C13)O2 (centres undefined),10%,x,-2%,0%,13%,-3%,1%,5%,-1%,0%,7%
COc1ccc2[nH]c(C(=O)O)c(NS(=O)(=O)c3ccc(Cl)s3)c2c1,7%,2.5%,-3%,-11%,-17%,-4%,-3%,17%,1%,-1%,9%
O=c1cc(Nc2ccc3c(c2)OCO3)[nH]c(=O)n1-c1ccc(Br)cc1,0%,-3.3%,-18%,4%,16µM*,-5%,-2%,-12%,-4%,4%,9%
OCC(C#CCN1CCCCC1)NCc1ccccc1 (centres undefined),-1%,x,-1%,8%,-4%,1%,-2%,-9%,1%,0%,6%
COc1ccc(S(=O)(=O)Nc2ccccc2C(=O)NCc2ccco2)cc1,-2%,x,-2%,u,15%,2%,-2%,12%,3%,-2%,0%
O=C(Nc1cccc(NS(=O)(=O)c2ccc(S(=O)(=O)NC3CC3)cc2)c1)c1ccccn1,4%,0.0%[57.5 µM],0%,-6%,0%,-4%,u,1%,-1%,-10%,3%
COc1ccccc1C1/C(=C(\O)c2c(C)nc3c(C)cccn23)C(=O)C(=O)N1CCCN(C)C (centres undefined),7%,-0.1%,-2%,8%,9%,-4%,4%,-8%,0%,-1%,7%
CCn1nnnc1SCC(=O)c1ccc(NC(C)=O)cc1,2%,1.6%[57.5 µM],3%,-12%,6%,-3%,1%,-4%,3%,-1%,6%
CCOC(=O)C(C)Oc1ccc(=O)n(-c2ccccc2)n1 (centres undefined),6%,-0.4%[57.5 µM],2%,2%,-17%,-5%,3%,-2%,1%,2%,-6%
Cc1cc(C(=O)Nc2nnc(C3CCCCC3)s2)no1,7%,1.4%,0%,2%,4%,6%,-3%,-27%,-3%,u,3%
COCCNC(=O)[C@H](C)/C=C(\c1cccnc1)C(NC(=O)OCc1ccccc1)c1ccc(C(=O)OC)cc1 (some centres undefined),x,-0.9%,1%,1%,-6%,0%,x,25%,x,-6%,-7%
Cc1ccc(OC[C@H](O)[C@H](C)NC(C)C)c2c1CCC2,14%&-3%,0.9%,0%&-9%,10%&12%,u,-5%&-10%,1%&-1%,8%&10%,-3%&3%,u,-7%[25.6 µM]
CCc1nnc(SCc2ccc(OC(C)C)cc2)n1N,-1%,x,0%,5%,-2%,8%,-1%,0%,0%,2%,14%
CCc1nc(SCC(=O)N2CCN(C(=O)c3ccco3)CC2)c2c3c(sc2n1)CCCC3,-4%,0.5%[57.5 µM],-1%,-6%,16%,0%,6%,20µM*,-6%,12%,-12%
Cc1cccn2cc(CCNC(=O)c3ccc(Br)o3)nc12,-5%,-0.3%,-3%,3%,-7%,0%,x,x,-1%,-14%,-29%
O=C(CSc1nc(Nc2ccccc2)nc(N2CCOCC2)n1)N1CCc2ccccc21,-1%,2.2%,-2%,20%,60%,-3%,-2%,-13%,4%,4µM*,-11%
Cn1c(=N)c(S(=O)(=O)c2ccc(Cl)cc2)cc2c(=O)n3ccccc3nc21,-1%,1.7%[57.5 µM],1%,5%,12%,-13%,0%,7%,3%,u,-3%
COc1cc(NC(=O)c2nnn(Cc3ccc(SC)cc3)c2N)cc(OC)c1,-18%,0.7%,-6%[2.3 µM],32µM*,140%,8%,x,-25%,0%,1%,-17%
COc1ccccc1NC(=O)CN1C(=O)NC(CC(C)C)C1=O (centres undefined),3%,0.1%[57.5 µM],-3%,8%,-3%,-4%,3%,7%,-3%,-1%,6%
CCN(CC)S(=O)(=O)c1cccc(-c2nnc(SCc3ncc(-c4ccccc4)o3)n2C)c1,16%,-1.4%,-13%,-2%,2%,-1%,4%,24%,-1%,u,-7%
COC(=O)N1[C@H](C)C=C[C@]1(Cc1ccccc1)C(=O)O,x,-0.2%,-2%,19%,-8%,7%,x,2%,x,-4%,2%
O=C(CSc1nnc(-c2cccnc2)n1Cc1ccco1)c1ccc(Br)cc1,-9%,0.1%,u,-11%,1%,-7%,12%,5%,0%,3%,-13%

# Source: PubChem BioAssay
